# From PubChem BioAssay
# SRC1 TRFRET art: TR-FRET artefact, counter-screen to PPARgamma/SRC-1 agonist assay; AID 1051; 0.34% of 99,000 active; TR-FRET detection artefact counter-screen, emission ratio; stronger effect = higher value; TR-FRET ratio at 8 µM; in the data active means TR-FRET ratio above about 2300; further: inactives centre near 1800; reference of the scale not given here
# SRC3 TRFRET art: flags TR-FRET format artefacts in PPARgamma SRC-3 recruitment agonist screen; TR-FRET artefact counter-screen, PPARgamma/SRC-3 format; stronger effect = higher value; TR-FRET ratio at 8 µM; AID 1048; 0.39% of 99,000 active; in the data active means TR-FRET ratio above about 2000; further: inactives centre near 1600; reference of the scale not given here
# * hit, by the source's call. Not all compounds are listed; count on the stated rates, not on these rows.
# Value order: SRC1 TRFRET art	SRC3 TRFRET art
CCOP(=O)(OCC)C(Nc1ccccc1)c1cc(OC)ccc1OC (stereo not drawn)
  1782	1602
O=C(N/N=C/c1ccncc1)c1cc2ccccc2o1
  1894	1939
CC(C)(C)OC(=O)[C@H]1[C@H](c2ccc([N+](=O)[O-])cc2)C2(C(=O)c3ccccc3C2=O)C2c3ccccc3C=NN21 (stereo partly drawn)
  1704	1424
COc1cc(OC)cc(C(=O)/C=C2\Sc3ccccc3N2C)c1
  2040	1710
COc1ccc(/C(=N\Nc2ccccc2C(=O)O)c2ccccc2)cc1
  1765	1645
COc1ccc(CN(C(=O)CSc2nnc(-c3ccc(F)cc3)o2)c2ccc(F)cc2)cc1
  1701	1577
Cc1ccc(C2(C)NC(=O)N(CC(=O)Nc3cc(S(=O)(=O)N4CCOCC4)ccc3C)C2=O)cc1 (stereo not drawn)
  1904	1863
Cc1ccc(S(=O)(=O)N(CC(=O)NCC2CCCO2)c2cccc([N+](=O)[O-])c2)cc1 (stereo not drawn)
  2189	1762
CCn1ncc(Cl)c1C(=O)NC(=S)Nc1c(C)cc(C)cc1[N+](=O)[O-]
  1778	1457
COc1cccc(C2CC(c3ccc(Cl)cc3)Nc3nc(N)nn32)c1 (stereo not drawn)
  1768	1685
c1cc2c(cc1Cn1cnnn1)OCO2
  1648	1540
N#Cc1nc(-c2ccccc2)oc1NCC1CCCO1 (stereo not drawn)
  2193	1754
CC(C)(C)NC(=O)NC(=O)COC(=O)c1cccc(S(=O)(=O)N2CCCCC2)c1
  1758	1643
CCC(=O)Nc1ccc(-c2nc3ccccc3c(=O)o2)cc1
  1811	1751
O/N=C/c1ccc(OCc2ccccc2F)c(Cl)c1
  1776	1552
Cc1cccc(-n2c(-c3ccoc3C)n[nH]c2=S)c1
  1883	1597
CCNc1nc(NCC)n2c(SCC(=O)NCC3CCCCC3)nnc2n1
  1977	1698
Cc1ccc(NC(=O)c2oc3ccc(S(=O)(=O)N4CCC5(CC4)OCCO5)cc3c2C)cc1C
  1842	1623
OCC[C@H]1C[C@H](O)[C@@H](O)[C@@]2(CCCCO2)O1
  1884	1398
O=C1CC(c2ccccc2)Cc2nc(NC3CC3)ncc21 (stereo not drawn)
  1746	1533

# Ordered by SMILES length (falling): part of the list above
# Value order: SRC1 TRFRET art	SRC3 TRFRET art
CC(C)(C)OC(=O)[C@H]1[C@H](c2ccc([N+](=O)[O-])cc2)C2(C(=O)c3ccccc3C2=O)C2c3ccccc3C=NN21 (stereo partly drawn)
  1704	1424
CCn1ncc(Cl)c1C(=O)NC(=S)Nc1c(C)cc(C)cc1[N+](=O)[O-]
  1778	1457
COc1cccc(C2CC(c3ccc(Cl)cc3)Nc3nc(N)nn32)c1 (stereo not drawn)
  1768	1685
COc1cc(OC)cc(C(=O)/C=C2\Sc3ccccc3N2C)c1
  2040	1710
Cc1cccc(-n2c(-c3ccoc3C)n[nH]c2=S)c1
  1883	1597

# The results go on.
# Value order: SRC1 TRFRET art	SRC3 TRFRET art
CCCOC(=O)c1ccc(S(N)(=O)=O)o1
  1772	1462
CCCCc1nc(Cl)c(C#N)c2c1CSC(C)(C)C2
  1834	1576
COc1cc2c(cc1OC)C(c1cccs1)N(C(=O)c1ccncc1)CC2 (stereo not drawn)
  1842	1324
CCOc1ccc(C(=O)NCc2cccnc2)cc1[N+](=O)[O-]
  1862	1595
CC(C)CNC(=O)C(=O)NCc1ccccn1
  1832	1602
COc1ccc(NC(=O)COC(=O)c2ncc(Cl)c(Cl)c2Cl)c(OC)c1
  1985	1707
CCOC(=O)C1(CCOC)CCN(C2C3CC4CC(C3)CC2C4)CC1 (stereo not drawn)
  1558	1497
CCOC(=O)N1CCN(c2cc(=O)n(-c3ccc(OC)cc3)c(=O)[nH]2)CC1
  1991	1487
Cc1nc2ccsc2c(=O)n1-c1ccc(Cl)cc1
  1822	1783
Cc1cccc(OCCC(=O)NCC(=O)Nc2cccc(C)c2C)c1
  1915	1623
Cc1ccc(N/N=C(\C#N)C(N)=S)cc1C
  1787	1581
CCC/C(=N\NC(=O)CNC(=O)c1ccc(Cl)cc1)c1ccccc1
  1749	1675
COc1ccccc1-c1nc(-c2ccccc2)[nH]c(=O)c1C#N
  1953	1651
N/C(=N\OC(=O)c1ccc([N+](=O)[O-])cc1)c1cccnc1
  1854	1479
COc1ccccc1CC(=O)Nc1c[nH]c(=O)[nH]c1=O
  1918	1554
Cc1ccc(Sc2c(C)nn(C(=O)CNS(=O)(=O)c3ccc(F)cc3)c2C)cc1
  1733	1411
O=C(c1cc2ncccn2n1)N1CCc2c([nH]c3ccccc23)C1c1ccccc1F (stereo not drawn)
  1555	1497
COC(=O)c1sccc1NC(=O)c1ccc(OC)cc1OC
  1896	1681
COc1ccc(CCNC(=O)CSc2nccc(=O)[nH]2)cc1OC
  2105	1827
COC(=O)c1ccccc1NC(=O)Cn1c(=O)n(Cc2ccccc2)c(=O)c2c(C)c(C)sc21
  1801	1580

# Profiles, quoted from the list:
# Profile of `COc1ccc(/C(=N\Nc2ccccc2C(=O)O)c2ccccc2)cc1` → SRC1 TRFRET art: 1765; SRC3 TRFRET art: 1645
# Profile of `O=C(N/N=C/c1ccncc1)c1cc2ccccc2o1` → SRC1 TRFRET art: 1894; SRC3 TRFRET art: 1939

# New compounds follow:
# Value order: SRC1 TRFRET art	SRC3 TRFRET art
Cc1c(C(=O)N2c3ccccc3Sc3ccccc32)cccc1[N+](=O)[O-]
  1677	1480
Cc1cccc(N=Cc2c(O)cc(C)oc2=O)c1
  1910	1505
Cc1ccc(S(=O)(=O)NNC(=O)c2sc(=S)n(C)c2C)cc1
  1592	1434
NS(=O)(=O)c1ccc(NC(=O)/C=C/c2cn(-c3ccccc3)nc2-c2cccc(Cl)c2)cc1
  1887	1747
Cc1cccc(OCCCCNCc2ccccc2)c1
  1597	1436
C=CCNC(=O)/C(C#N)=C/c1c(N(Cc2ccccc2)Cc2ccccc2)nc2ccccn2c1=O
  1676	1683
CC(=O)Oc1ccc(C(=O)c2ccccc2)c(OC(C)=O)c1
  1798	1475
COc1cc(NS(C)(=O)=O)cc(OC)c1OC
  1885	1415
O=C(Cc1ccccc1)NNC1CC(=O)N(c2ccccc2)C1=O (stereo not drawn)
  1942	1694
Clc1ccc(-c2cc(C3CCNCC3)[nH]n2)c(Cl)c1
  1910	1649
Cc1cc(C)c(C(=O)O)c(Cl)n1
  1509	1494
COc1ccc(N(C)S(=O)(=O)c2cccc(C(=O)Nc3cc(OC)ccc3OC)c2)cc1
  1783	1663
CCN(CC)C(=O)CN(C#N)c1nc(C)cc(C)n1
  1775	1686
NS(=O)(=O)c1ccc(CCNC(=O)c2ccc3ccccc3n2)cc1
  1867	1417
CCc1ccc2c(c1)cc(C)c1nnc(SCC(=O)Nc3cc(OC)c(OC)cc3C(=O)O)n12
  1680	1445
Cc1cccc(NC(=O)CN2C(=O)S/C(=C\c3cc(C)n(C)c3C)C2=O)c1
  1895	1517
C=CCN(c1ccccc1OC)S(=O)(=O)c1ccc(Cl)c(C(=O)Nc2ccc(N3CCOCC3)cc2)c1
  1834	1512
CCN1C(=O)/C(=C\c2cn(CCC#N)nc2-c2ccc(F)cc2)SC1=S
  1776	1754
COc1cc(/C=N/NC(=O)CCOc2ccccc2C)cc(Br)c1O
  1965	1526
Cc1ccc(C(C)(C)C)c(OCCCCN2CCCC2)c1
  1615	1633
CCOc1ncccc1C(=O)OCC(=O)NCCc1ccc(OC)cc1
  1615	1446
Cc1ccc(S(=O)(=O)Nc2ccc(N3CCN(C)CC3)nc2)cc1
  1791	1355
Cc1ccc(N(Cc2cc3ccccc3[nH]c2=O)C(=O)c2cccs2)cc1
  1682	1570
Cc1ccc(C)c(OCC(=O)N/N=C\c2cccn2C)c1
  1910	1699
COc1ccc(-c2cccc(C(=O)Nc3cccc(C(=O)O)c3)c2)cc1
  1757	1423
O=C(COc1ccc(Cl)cc1)OCC(=O)N1CCCc2ccccc21
  2086	1559
COc1cccc2cc(-c3ccnc(=S)[nH]3)oc12
  1874	1602
CCC1(C)Cc2sc3c(=O)[nH]c(=S)[nH]c3c2CO1 (stereo not drawn)
  1774	1414
COc1cc2nc(CN(C)Cc3ccc(C(C)(C)C)cc3)[nH]c(=O)c2cc1OC
  1344	1527
O=C(N/N=C/c1ccncc1)c1cc([N+](=O)[O-])cc([N+](=O)[O-])c1
  1439	1548
O=C(CNS(=O)(=O)c1ccccc1)Nc1cccc([N+](=O)[O-])c1
  1683	1736
COc1cc(CC(NC(C)=O)C(=O)NC2CCN(c3c4c(nc5ncnn35)CCC4)CC2)cc(OC)c1 (stereo not drawn)
  1551	1665
CCN1CCN(C(=O)c2ccc(N3CC4CC(C3)c3cccc(=O)n3C4)c([N+](=O)[O-])c2)CC1 (stereo not drawn)
  1779	1517
CCOC(=O)c1c(C)[nH]c(=S)c(C#N)c1-c1ccc(Cl)cc1
  1719	1425
O=C(/C=C/c1ccc(F)cc1)NC(=S)N1CCOCC1
  1658	1590
CC1CCCC(C)N1C(=C(Cl)Cl)C(=C1SCCS1)[N+](=O)[O-] (stereo not drawn)
  2056	1638
CCN1CCCC1CNS(=O)(=O)c1cccc(C(F)(F)F)c1 (stereo not drawn)
  1565	1423
O=C(Nc1ccccc1)c1ccc(CN2CCc3ccccc3C2)cc1
  1911	1756
Cc1cc(C(=O)N/N=C/c2ccccc2[N+](=O)[O-])c(C)o1
  1900	1636
COc1ccc(-c2nnnn2-c2ccc(F)cc2F)cc1
  1930	1766
Cc1ccc(S(=O)(=O)N2CCOCC2)cc1NC(=O)COC(=O)c1ccccc1OCc1c(C)noc1C
  1594	1706
CCOC(=O)/C(C#N)=C/c1cc2ccc(C)cc2nc1Cl
  1722	1609
C[C@@H](NC(=O)c1nc[nH]c1C(=O)N[C@@H](Cc1ccccc1)C(=O)OC(C)(C)C)c1ccccc1
  1841	1777
O=C(CCc1ccc(CCC(=O)c2cccs2)s1)c1cccs1
  1577	1695
CCOC(=O)CSc1nnc(NC(=O)c2cccc([N+](=O)[O-])c2C)s1
  1810	1496
CCN(CC)c1ccc(C(=O)N2CCN(Cc3ccccc3)CC2)cc1
  1621	1572
O=C(CCc1ccccc1)NNC(=O)c1ccc(Br)cc1
  1643	1617
Cc1nn(CC(=O)Nc2ccc3c(c2)nc2n3CCN(C3CCCCC3)C2)c(=O)c2ccccc12
  1937	1491
Cc1ccc(CNC(=O)CCCCCNc2nc(=S)[nH]c3ccccc23)cc1
  1690	1513
COc1ccc2oc(=O)c(-c3csc(Nc4cccc(O)c4)n3)cc2c1
  1674	1438
O=C(Cc1c(O)c2ccccc2[nH]c1=O)NC1CCCCCCC1
  1822	1662
COc1ccc(Nc2sc(C(=O)Nc3cccc(Cl)c3)c(N)c2C(=O)Nc2ccccc2OC)cc1
  1911	1512
CCc1ccccc1Nc1nc2ccccc2n1C
  1514	1558
C=CCNc1nc(C2(C)CC3(CC(C)OC3=O)C(=O)O2)cs1 (stereo not drawn)
  1795	1502
O=C(Nc1ccc(OC(F)F)c(Cl)c1)c1ccccn1
  1608	1498
COc1cccc(CNC(=S)Nc2cc(C)cc(C)c2)c1
  1961	1733
O=C(CSc1nnc(-c2ccccc2)o1)c1nnc(-c2ccccc2)o1
  2065	1982
CN(C)CCCN(Cc1ccccc1)C(=S)NCc1ccccc1
  1637	1492
CC(C)c1ccc(NC(=O)c2cccc(Br)c2)cc1
  1923	1486
Cc1ccoc1C(=O)NCc1occc1C(=O)O
  1727	1604

# Remaining list, next part:
# Value order: SRC1 TRFRET art	SRC3 TRFRET art
CCOC(=O)c1c(C)c(C(=O)NC(C)COC)c(C)n1CC (stereo not drawn)
  1859	1522
CCN1CCCC1CNC(=O)C(=O)NC (stereo not drawn)
  1669	1512
Cc1nc(C(C)N(C)Cc2c(C(=O)N3CCCCC3)nc3c(C)cccn23)c(C)s1 (stereo not drawn)
  1492	1545
COc1ccc(C)cc1NCc1cc(=O)oc2cc(-c3ccccc3)c(O)cc12
  1876	1522
CC(OC(=O)c1cccnc1)C(=O)NCc1ccc2c(c1)OCO2 (stereo not drawn)
  1876	1636
CC(C)(C)[C@@H]1C=C(C(=O)Nc2ccccc2)O[C@H](OCc2ccc(CO)cc2)C1
  1572	1482
CCOP(=O)(OCC)c1nc(-c2ccc(Cl)cc2)oc1NCc1ccccc1
  1845	1465
Cc1ccc(NC(=O)COC(=O)CCc2nc3ccccc3c(=O)[nH]2)c(Br)c1
  1603	1614
COCc1nnc(NC(=O)c2ccc(S(=O)(=O)N3CCCc4ccccc43)cc2)o1
  1496	1437
Cc1ccc(C(=O)O/N=C(\N)c2cccnc2)cc1[N+](=O)[O-]
  1878	1676
CCCn1c(=O)[nH]c(=O)c2c(C(=O)OCC)cc(-c3cccs3)nc21
  1810	1648
CCN(CC)c1ccc(/C=N/NC(=O)CCC(=O)NCc2ccccc2)c(O)c1
  1720	1550
CC(C)c1ccc(/C=N/NC(=O)C(=O)NCCCN2CCOCC2)cc1
  1845	1428
Cc1ccc(NC(=O)C2(N(C(=O)Cn3nnnc3N)c3ccc(C)cc3)CCCCC2)cc1
  1999	1489
c1ccc(C2CC(c3cccs3)Nc3nnnn32)cc1 (stereo not drawn)
  1737	1461
Cc1cnc(NC(=O)CC2CCCC2)s1
  1952	1362
O=C(c1cccs1)N1CCN(Cc2cccc([N+](=O)[O-])c2)CC1
  2167	1709
COC(=O)Cc1[nH]n(-c2ccccc2)c(=O)c1C(C)=Nc1ccccc1
  1788	1415
O=C(Nc1ccc(Br)cc1)Nc1ccccc1F
  2066	1792
Cn1cnnc1Sc1nc([N+](=O)[O-])nn1C
  1745	1749
CN(C)N1C(N)=C(C#N)C(c2ccsc2)C2=C1CC(C)(C)CC2=O (stereo not drawn)
  1688	1488
NC(=O)NC(=O)CSc1ccccc1
  1837	1725
